Assay outcomes (PubChem)
pAkt inh – HTS Assay for Inhibitors of Akt Phophorylation: Primary Screen | Neuro2A IGF-stimulated pAkt S473 HTRF, 20 min; active compounds read low | activity change, % for hits at 50 µM | 360,000 compounds, 0.32% hits | AID 651550, 2012; in the data active = activity change below about -80%; inconclusive = mostly about -51% to -80%; note: % is set by controls: 0 for no effect and ±100 for the full control effect
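Neuro2A cells (4,500/well, DMEM with 0.5% FBS) were treated with compound at a single 50 µM final concentration, stimulated with 6 nM IGF for 20 min at 37 °C, and lysed. Phospho-Akt Ser473 was read by HTRF as 665/615 ratio ×10^4.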
Nrf2 ARE act – qHTS of Nrf2 Activators; AREc32 ARE-luciferase reporter (MCF7-derived line), luminescence, 24 h; Potency, µM (doses to about 46.1 µM), for the others: at the top dose activation, most hits filed as activators; 410,000 compounds, 0.31% hits; AID 624171, 2012; note: potency is the fitted concentration of half-maximal effect; % of control where 0% means no effect; nearly all actives have a fitted effect of over 65% in size
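Reporter line AREc32 (ARE-Fluc), seeded overnight in OPTI-MEM with 5% FBS; compound pin-transferred, 24 hr at 37 deg C, 5% CO2; luminescent read-out.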
Nrf2 inh – Nrf2 qHTS screen for inhibitors | A549 ARE-Fluc reporter, luciferase luminescence, 18-24 h | AID 504444, 2011 | Potency, µM (doses to about 46 µM), for inactives: top-dose activity change, negative = inhibition, hits mostly inhibitors | 360,000 compounds, 2.1% hits; note: potency is the fitted concentration of half-maximal effect; % is set by controls: 0 for no effect and ±100 for the full control effect; nearly all actives have a fitted effect of over 60% in size
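Nrf2 activity is the BugLite luminescence, read 15 min after reagent at room temperature, following CellTiter-Fluor cytotoxicity readout (30 min, 37C). Compound titrations were applied for 18-24 h to 5000 A549 ARE_Fluc cells/well in 5% FBS OPTI-MEM.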
Abeta yeast res – qHTS for compounds that reverse cellular toxicity of Amyloid beta (A-beta) peptide in yeast: Primary Screen; Potency, µM (series often up to 46.1 µM), without a hit: top-dose growth rescue, usual class: activators; yeast expressing A-beta42, growth rescue, OD600, 48 h; response scale: 0% DMSO, 100% iron-clioquinol control; AID 1347071, 2019; 410,000 compounds, 0.063% hits; note: potency is the fitted concentration of half-maximal effect; nearly all actives have a fitted effect of over 55% in size
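Yeast growth medium received pinned compounds, then yeast cells expressing toxic A-beta were added; plates incubated at 30 C for 48 hr. Growth read as absorbance at 600 nm, normalized to DMSO and equimolar FeCl3 plus clioquinol controls.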
TGFb SMAD3 inh – qHTS for Inhibitors of TGF-b; HepG2 CAGA-GFP TGF-b/SMAD3 reporter, GFP fluorescence, 18 h; TGF-beta stimulated, 500 pg/mL final; Potency, µM (titrated, usually from 46.1 µM), without a hit: top-dose activity, negative = inhibition, most hits filed as inhibitors; 410,000 compounds, 1.2% hits; note: potency is the fitted concentration of half-maximal effect; % is set by controls: 0 for no effect and ±100 for the full control effect; nearly all actives have a fitted effect of over 65% in size
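GFP signal (ex488/em500-530) from TGF-beta-stimulated HEPG2 CAGA-GFP cells, 500 pg/mL final, 18 h at 37 degrees C in DMEM plus 1% FBS, normalized to unstimulated and DMSO-stimulated controls.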
CCT chaperon mod – High-Throughput Screening for Modulators of Cytosolic Chaperonin Activity | purified chaperonin ATPase assay, HTRF ADP detection, 30 min | activity change, % (no concentration beside the values), hits read low | 360,000 compounds, 0.3% hits | AID 651819, 2012; in the data active = activity change below about -30%; note: % is set by controls: 0 for no effect and ±100 for the full control effect
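TRiC at 40 or 20 nM final (batch-dependent) in 30 mM Tris pH 7.4, 100 mM KCl, 5 mM MgCl2, 1 mM DTT, with compound at single 76 uM and 10 uM ATP, 30 min at 37 deg C. ADP detected by HTRF Transcreener, 665/615 ratio.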
Mm-Cpn inhibitor – Inhibitors of TCP-1 ring complex (TRiC) of Methanococcus maripaludis (MmCpn): qHTS; Chaperonin Mm-Cpn (Methanococcus maripaludis); purified Mm-Cpn ATPase, ADP Transcreener TR-FRET; Potency, µM (highest dose often 76.9 µM), inactives show at the top dose activity, negative = inhibition, actives largely listed as inhibitors; 330,000 compounds, 0.031% hits; AID 504842, 2011; note: potency is the fitted concentration of half-maximal effect; % is set by controls: 0 for no effect and ±100 for the full control effect; nearly all actives have a fitted effect of over 80% in size
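ATPase read-out: TR-FRET ADP immunoassay (anti-ADP Eu cryptate vs ADP-d2), ex 320 nm, em 590/665 nm; signal drops as ADP forms. Enzyme 25 nM, ATP 10 uM, 30 min at 37°C after 10 min compound preincubation.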
A549 viability – Nrf2 qHTS screen for inhibitors: counterscreen for cytotoxicity. AID 504648, 2011. A549 ARE-Fluc cells, CellTiter-Fluor viability, 18-24 h. Potency, µM (top dose mostly 46 µM), for the others: top-dose activity change, negative = cytotoxicity, most hits filed as inhibitors. 390,000 compounds, 0.16% hits; note: potency is the fitted concentration of half-maximal effect; % is set by controls: 0 for no effect and ±100 for the full control effect
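A549 ARE_Fluc cells in 5% FBS OPTI-MEM were exposed to compounds in concentration-response for 18-24 h at 37 deg C. Viability was read by CellTiter-Fluor fluorescence (Ex 405/Em 525) after 30 min, before the luciferase read.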
HepG2 viability – qHTS for Inhibitors of TGF-b: Cytotox Counterscreen; HepG2 CAGA-GFP viability, ATP luminescence, 18 h; AID 588856, 2011; Potency, µM (titrated, usually from 46.1 µM), for inactives: top-dose activity change, negative = cytotoxicity, actives largely listed as cytotoxic; 410,000 compounds, 0.76% hits; note: potency is the fitted concentration of half-maximal effect; some results filed as inactive show a strong effect at the top dose
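CellTiter-Glo luminescence gave cytotoxicity after 18 hours at 37 degrees C. The cells were HepG2 CAGA-GFP in 1% FBS DMEM, stimulated with 500 pg/mL TGF-beta after compound addition. %Activity was normalised to no-cell wells (complete cell-killing) and DMSO (no toxicity), and curves were fitted and classified.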
Starred values were filed as active, the others as inactive. Unless noted, calls come from the whole dose curve; as a rule, active = well fitted curve in the direction sought with a large enough effect; inconclusive = small, poorly fitted or top-dose-only effect, or another doubt; inactive = no such curve, though single readings can be large; an effect the other way counts as inactive or inconclusive.

For CC(C)(C)S(=O)(=O)/C(C#N)=C/c1sccc1C1OCCO1 the results were pAkt inh inactive, Nrf2 ARE act -0.1%, Nrf2 inh -7%, Abeta yeast res 10%, TGFb SMAD3 inh inconclusive, CCT chaperon mod -5.9, Mm-Cpn inhibitor 0%, A549 viability -2% and HepG2 viability 10%.
`FCCCOc1ccc(-c2nccc(-c3ccccn3)n2)cc1` gave pAkt inh inactive, Nrf2 ARE act 13%, Nrf2 inh inconclusive, Abeta yeast res -7%, TGFb SMAD3 inh -13%, CCT chaperon mod -1.1, Mm-Cpn inhibitor -1%, A549 viability 11% and HepG2 viability -15%.
Screening O=c1cc(-c2ccccc2)c2ccc3c(c2o1)CN(Cc1cccc(Cl)c1)CO3 returned Nrf2 ARE act 5.9%, Nrf2 inh 23%, Abeta yeast res -4%, TGFb SMAD3 inh inconclusive, A549 viability 4% and HepG2 viability -75%.
`O=C(CSc1nnc(SCc2ccc(Cl)cc2)s1)N/N=C/c1ccc(Cl)cc1Cl` gave pAkt inh inactive, Nrf2 ARE act -0.3%, Nrf2 inh -18%, Abeta yeast res -7%, TGFb SMAD3 inh 3%, CCT chaperon mod -1.6, Mm-Cpn inhibitor -3%, A549 viability 15% and HepG2 viability -5%.
O=C(Nc1ccc(N2CCOCC2)cc1)C1CCN(S(=O)(=O)c2cccc(C(F)(F)F)c2)CC1 was read as pAkt inh inactive, Nrf2 ARE act 0.2%, Abeta yeast res -2%, TGFb SMAD3 inh 1%, CCT chaperon mod -0.6 and HepG2 viability -24%.
Screening CCC(=O)Nc1cc(C)c(NC(=O)C23CC4CC(CC(C4)C2)C3)cn1 returned pAkt inh inactive, Nrf2 ARE act -0.7%, Nrf2 inh -17%, Abeta yeast res -6%, TGFb SMAD3 inh -3%, CCT chaperon mod -3.0, Mm-Cpn inhibitor -2%, A549 viability 1% and HepG2 viability 3%.
Screening CCC(C)[C@H](NC(=O)N1CCC(C)CC1)C(=O)O (stereo not given in full) returned pAkt inh inactive, Nrf2 ARE act -1.0%, Nrf2 inh 1%, Abeta yeast res -8%, TGFb SMAD3 inh 1%, CCT chaperon mod -1.2, Mm-Cpn inhibitor -2%, A549 viability -3% and HepG2 viability 8%.
`CC(=O)c1ccc(NC(=O)CSc2nnc(-c3ccco3)o2)cc1` gave pAkt inh inactive, Nrf2 ARE act 0.1%, Nrf2 inh 0%, Abeta yeast res -2%, TGFb SMAD3 inh -5%, CCT chaperon mod 0.9, Mm-Cpn inhibitor 0%, A549 viability -1% and HepG2 viability -3%.
FC(F)(F)c1ccccc1Cc1c(-c2ccc(Cl)cc2)nc2ccc(Cl)cn12 was read as pAkt inh inactive, Nrf2 ARE act 3.6%, Abeta yeast res -10%, TGFb SMAD3 inh inconclusive, CCT chaperon mod 2.8 and HepG2 viability -40%.
`Cc1ccc2nc(COc3ccccc3NC(=O)Nc3ccc(F)c(Cl)c3)cc(=O)n2c1` gave Nrf2 ARE act 3.8%, Abeta yeast res 5%, TGFb SMAD3 inh -6%, A549 viability -2% and HepG2 viability -2%.
`C=CCc1c(C)nc(N2CCSCC2)[nH]c1=O` gave pAkt inh inactive, Nrf2 ARE act 0.0%, Nrf2 inh -13%, Abeta yeast res -9%, TGFb SMAD3 inh -5%, CCT chaperon mod 1.2, Mm-Cpn inhibitor -3%, A549 viability -1% and HepG2 viability 1%.
O=C(NC1CCN(c2ncccn2)CC1)c1cccc(F)c1 was read as pAkt inh inactive, Nrf2 ARE act -0.3%, Nrf2 inh 6%, Abeta yeast res -11%, TGFb SMAD3 inh 1%, CCT chaperon mod -6.9, Mm-Cpn inhibitor -1%, A549 viability 2% and HepG2 viability 5%.
For COC(=O)/C=C1/SC(=Nc2ccc(C)cc2C)NC1=O the results were pAkt inh inactive, Nrf2 ARE act 4.1%, Abeta yeast res 0%, TGFb SMAD3 inh 8%, CCT chaperon mod -1.1, Mm-Cpn inhibitor 1%, A549 viability -7% and HepG2 viability -27%.
`CCCCN1C[C@H](C)[C@@H](CC(=O)Nc2ccccc2)C1=O` gave pAkt inh inactive, Nrf2 ARE act -0.6%, Abeta yeast res 4%, TGFb SMAD3 inh 0%, CCT chaperon mod -1.4 and HepG2 viability 10%.
O=C(NC1CCCC1)C(c1ccncc1)N(CC1CCCO1)C(=O)Cn1nnc(-c2cccs2)n1 (stereo not given) was read as pAkt inh inactive, Nrf2 ARE act -0.1%, Nrf2 inh 6%, Abeta yeast res 1%, TGFb SMAD3 inh 8%, CCT chaperon mod -1.9, Mm-Cpn inhibitor -2%, A549 viability -15% and HepG2 viability -4%.
CCNc1nc(NCC)n2c(SCc3ccc(F)cc3)nnc2n1 was read as pAkt inh inactive, Nrf2 ARE act 1.9%, Abeta yeast res 11%, TGFb SMAD3 inh -45%, CCT chaperon mod 1.8, Mm-Cpn inhibitor 1%, A549 viability 0% and HepG2 viability -58%.
CCOC(=O)C(=O)/C(=C\N(C)C)c1onc(-c2c(Cl)cccc2Cl)c1C(=O)OC was read as pAkt inh inactive, Nrf2 ARE act -0.1%, Abeta yeast res inconclusive, TGFb SMAD3 inh 12%, CCT chaperon mod 1.8, Mm-Cpn inhibitor 0%, A549 viability 6% and HepG2 viability 0%.
CCC(Sc1nccn1C)C(=O)Nc1ccc(Cl)cn1 (stereo not given) was read as pAkt inh inactive, Nrf2 ARE act -0.1%, Nrf2 inh -2%, Abeta yeast res 7%, TGFb SMAD3 inh 9%, CCT chaperon mod -0.2, Mm-Cpn inhibitor 3%, A549 viability -11% and HepG2 viability -16%.
`Nc1cccc2c1C(=O)N(C(=O)c1ccco1)C2=O` gave pAkt inh inactive, Nrf2 ARE act 1.3%, Nrf2 inh 0%, Abeta yeast res 2%, TGFb SMAD3 inh 3%, CCT chaperon mod -0.6, Mm-Cpn inhibitor -3%, A549 viability 2% and HepG2 viability -14%.
For COc1ccccc1CN(C)c1nnnn1-c1ccccc1 the results were pAkt inh inactive, Nrf2 ARE act 0.0%, Nrf2 inh -6%, Abeta yeast res -4%, TGFb SMAD3 inh 2%, CCT chaperon mod -3.0, Mm-Cpn inhibitor 2%, A549 viability -1% and HepG2 viability 1%.
`O=C(Nc1cccnc1)c1ccc(COc2ccccc2Cl)o1` gave pAkt inh inactive, Nrf2 ARE act -0.4%, Nrf2 inh inconclusive, Abeta yeast res inconclusive, TGFb SMAD3 inh -2%, CCT chaperon mod -1.2, Mm-Cpn inhibitor -1%, A549 viability -23% and HepG2 viability -39%.
`C/C(=N\NC(=S)Nc1ccccc1C)C1Cc2ccccc2C(=O)O1` (stereo not given) gave pAkt inh inactive, Nrf2 ARE act 1.7%, Nrf2 inh 13%, Abeta yeast res 2%, TGFb SMAD3 inh -28%, CCT chaperon mod 1.3, Mm-Cpn inhibitor -5%, A549 viability 3% and HepG2 viability 15%.
Screening CCOC(=O)c1sc(NC(=O)c2cc(-c3ccc(C)cc3)nc3ccccc23)c(C#N)c1C returned pAkt inh inactive, Nrf2 ARE act 0.1%, Nrf2 inh 22%, Abeta yeast res -1%, TGFb SMAD3 inh inconclusive, CCT chaperon mod 0.6, Mm-Cpn inhibitor -1%, A549 viability 1% and HepG2 viability -12%.
CCCCCCc1cc2cc(C(=O)Nc3cccc(OC)c3)c(=O)oc2cc1O was read as pAkt inh inactive, Nrf2 ARE act 0.2%, Nrf2 inh 10%, Abeta yeast res 2%, TGFb SMAD3 inh 1%, CCT chaperon mod 0.7, Mm-Cpn inhibitor -6%, A549 viability -9% and HepG2 viability -11%.
Cc1ccnc(SCC(=O)c2ccc(Br)s2)n1 was read as pAkt inh inactive, Nrf2 ARE act inconclusive, Nrf2 inh inconclusive, Abeta yeast res -2%, TGFb SMAD3 inh 4%, CCT chaperon mod -0.2, Mm-Cpn inhibitor -10%, A549 viability 3% and HepG2 viability -1%.
For CCn1c(SCC(=O)c2ccc(NS(=O)(=O)c3ccccc3)cc2)nnc1-c1cccs1 the results were Nrf2 ARE act -0.3%, Nrf2 inh 0%, Abeta yeast res -1%, TGFb SMAD3 inh -5%, CCT chaperon mod 1.3, Mm-Cpn inhibitor -6%, A549 viability -8% and HepG2 viability -21%.
For Cn1cc(SCC(=O)Nc2nccs2)c2ccccc21 the results were pAkt inh inactive, Nrf2 ARE act 5.7%, Nrf2 inh inconclusive, Abeta yeast res 6%, TGFb SMAD3 inh 0%, CCT chaperon mod -2.4, Mm-Cpn inhibitor 2%, A549 viability inconclusive and HepG2 viability -8%.
Cc1c(C)c(C)c(S(=O)(=O)N2CCC3(CC2)OCCO3)c(C)c1C was read as pAkt inh inactive, Nrf2 ARE act 0.1%, Nrf2 inh -4%, Abeta yeast res 2%, TGFb SMAD3 inh 5%, CCT chaperon mod 0.2, Mm-Cpn inhibitor -4%, A549 viability 14% and HepG2 viability -20%.

Not a hit list; overall some 4.3% were active at least once.
